Bioassay records as filed in PubChem BioAssay.
DAGLB inh: diacylglycerol lipase beta (human) inhibition. Q8NCG7. HEK293T DAGLB membrane lysate, EnzChek fluorogenic substrate. inhibition, % at 5.17 µM. 340,000 compounds, 0.059% hits. AID 504411; in the data active = inhibition above about 34%;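 also: 0% = enzyme with vehicle and 100% = wells lacking enzyme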
DSG3 Ab inh: blocks pemphigus antibody binding to human desmoglein-3. P32926. DSG3-coupled beads, scFv-anti-DSG3-GFP binding, flow cytometry; active compounds read low. binding (percent of control), % at 10 µM. 310,000 compounds, 0.48% hits;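 active = binding more than 3 SD below its plate's average and above zero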;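 also: hits lower antibody fragment binding to DSG3; some compounds called inactive have numbers as strong as hits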
Target sequence (P32926 whole entry, looked up, the tested form may be a part): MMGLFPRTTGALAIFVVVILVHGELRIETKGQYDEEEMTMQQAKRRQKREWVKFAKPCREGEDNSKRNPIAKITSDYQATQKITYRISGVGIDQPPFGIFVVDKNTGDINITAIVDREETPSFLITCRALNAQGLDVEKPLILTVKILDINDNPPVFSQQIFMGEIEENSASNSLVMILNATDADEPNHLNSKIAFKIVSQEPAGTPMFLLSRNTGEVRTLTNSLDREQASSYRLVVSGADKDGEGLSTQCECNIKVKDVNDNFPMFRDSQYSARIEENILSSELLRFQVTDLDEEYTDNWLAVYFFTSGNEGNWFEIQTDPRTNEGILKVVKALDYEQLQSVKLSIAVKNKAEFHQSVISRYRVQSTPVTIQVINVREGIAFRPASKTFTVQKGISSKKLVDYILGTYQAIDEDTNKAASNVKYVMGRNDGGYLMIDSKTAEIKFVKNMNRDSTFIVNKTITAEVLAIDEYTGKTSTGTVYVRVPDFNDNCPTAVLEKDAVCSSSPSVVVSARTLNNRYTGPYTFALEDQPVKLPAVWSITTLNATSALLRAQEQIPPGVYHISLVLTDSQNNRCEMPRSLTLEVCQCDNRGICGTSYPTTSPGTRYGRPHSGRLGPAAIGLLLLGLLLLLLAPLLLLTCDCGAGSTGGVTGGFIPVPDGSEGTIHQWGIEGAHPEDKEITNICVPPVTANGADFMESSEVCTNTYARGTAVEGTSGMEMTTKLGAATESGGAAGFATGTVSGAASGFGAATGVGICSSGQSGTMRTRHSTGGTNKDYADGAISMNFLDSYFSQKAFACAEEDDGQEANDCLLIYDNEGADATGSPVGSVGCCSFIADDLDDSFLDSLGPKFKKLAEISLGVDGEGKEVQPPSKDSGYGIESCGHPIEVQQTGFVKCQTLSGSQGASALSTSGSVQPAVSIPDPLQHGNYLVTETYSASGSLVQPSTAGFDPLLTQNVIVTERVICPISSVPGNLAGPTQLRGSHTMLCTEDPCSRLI
OPRM1-OPRD1 inv: inverse agonists of human mu-delta opioid receptor heterodimerization; P35372+P41143; cell-based MOR-DOR heterodimer luminescence, inverse agonism; inhibition, % at 9.3 µM; 340,000 compounds, 0.21% hits; in the data active = inhibition above about 22%, passing the limit was not always enough;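 also: 0% = cells with DMSO and 100% = wells without cells with DMSO; values of inactives mirror those of a sister screen read the other way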
OPRM1-OPRD1 ag: agonists of human mu-delta opioid receptor heterodimerization; P35372+P41143; cells, OPRM1-OPRD1 heterodimerization, luminescence; activation, % at 9.3 µM; 340,000 compounds, 0.3% hits; AID 504326; in the data active = activation above about 18%;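 also: 0% = vehicle-treated cells and 100% = reference agonist; values of inactives mirror those of a sister screen read the other way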
PKA-R1A activ: activators of PKA-R1A complex. 340,000 compounds, 0.083% hits. AID 504707. PKA-R1A dissociation, Cy5-IP20 fluorescence polarization; scaled: DMSO 0%, 113 µM cGMP 100%. activation, % at 11.4 µM;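 active = percent activation above the mean of all tested compounds plus 3 SD, cut at about 19% in these data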;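 also: higher means more PKAc released from R1A so a rise in polarization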
Arrestin-AP2 inh: blocks beta-arrestin peptide binding to AP2 adaptin; FITC-arrestin peptide / GST-AP2 beads, flow cytometry; AP2 beta2 appendage carries R879A mutation; inhibition, % at 10 µM; 340,000 compounds, 0.31% hits; AID 504490;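 active = inhibition above a set limit, near 3 SD of compounds lacking own fluorescence, cut at about 54% in these data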;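 also: plate controls were DMSO wells for no effect and 5 µM unlabelled arrestin peptide for full effect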
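System: GST-tagged AP2 beta2-adaptin appendage (R879A) on 4 µm glutathione beads / Reagent: FITC-arrestin peptide, 50 nM / Detection: HyperCyt-sampled flow cytometry, FL1 channel, ex 488/em 535 nm / Timing: 12 min plus 1 h, RT / Buffer or medium: PBS plus Tween 20 (0.05%) and BSA (0.1%)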
HTR5A ag ctr: HTR5A agonism, opioid heterodimer counter-screen | P47898 | HTR5A agonist assay, luminescence, cell-based | activation, % at 9.3 µM | 340,000 compounds, 0.61% hits | AID 504692; in the data active = activation mostly above about 9.5%, no sharp cut-off; inactive = mostly below about 7.6%;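 also: 0% = cells with vehicle only and 100% = reference agonist; strong numbers were not always called active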
PKA-R2B act: activators of human PKA-R2B complex; AID 504700; 340,000 compounds, 0.079% hits; activation, % at 11.4 µM; PKA-R2B holoenzyme dissociation, Cy5-IP20 fluorescence polarization; R2B truncated from residue 108, S112A mutant; 0% DMSO only, 100% 113 µM cGMP; P22694+P31323;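 active = activation above a cutoff set at the mean over all compounds plus 3 SD, cut at about 18% in these data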;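 also: higher means more holoenzyme dissociation and a rise in polarization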
HTR5A inv ag: HTR5A inverse agonism, opioid heterodimer counter-screen; HTR5A cell line, luminescence; inhibition, % at 9.3 µM; 340,000 compounds, 0.083% hits; in the data active = inhibition mostly above about 23%, no sharp cut-off; inactive = mostly below about 18%;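 also: 0% = cells with DMSO and 100% = no-cell wells with DMSO; some compounds called inactive have numbers as strong as hits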
V-ATPase pH: regulators of yeast V-ATPase proton transport; S. cerevisiae, pHLuorin cytosolic pH fluorescence; response, % at 10 µM; 350,000 compounds, 0.37% hits; AID 504577; in the data active = response mostly above about 7.3%, no sharp cut-off; inactive = mostly below about 5.4%; also: actives read high; inactives centre near 0; some compounds called inactive have numbers as strong as hits; reference of the scale not given here
* marks the source's active call; other numbers are inactive results; nt = no result given.

The first twelve entries, ahead of the listing:
SMILES	DAGLB inh	DSG3 Ab inh	OPRM1-OPRD1 inv	OPRM1-OPRD1 ag	PKA-R1A activ	Arrestin-AP2 inh	HTR5A ag ctr	PKA-R2B act	HTR5A inv ag	V-ATPase pH
CC(NC(=O)c1ccccc1F)C12CC3CC(CC(C3)C1)C2 (configuration not stated)	-9	102	-40	7.1	11	2	3	-9	-9	-1
CCOc1ccc(/C=C/[N+](=O)[O-])c2ccccc12	2	nt	-18	3.5	3	28	-5	-7	-17	5
CCOC(=O)c1c[nH]c2ccc([N+](=O)[O-])cc12	-2	94	-5	0.9	3	9	1	-1	-3	-1
N#CCC(=O)Nc1nc(-c2ccc3c(c2)OCCO3)cs1	2	101	11	-2.0	2	5	0	7	-38	-1
Cc1ccc(NC2=NC(c3ccccc3)n3c(nc(C)cc3=O)N2)c(C)c1 (configuration not stated)	-4	114	5	-0.9	6	-12	4	-12	-27	4
Cc1cccc[n+]1CC(=O)Nc1ccc([N+](=O)[O-])cc1Cl	-2	99	9	-1.7	-8	22	1	-19	7	-2
O=C(O)CNC(=O)c1cccc(C(F)(F)F)c1	-3	101	-27	3.7	3	-3	3	10	-9	5
S=c1[nH]nc(C2CC2)n1Cc1ccco1	-1	99	6	-1.1	5	4	0	3	-3	1
COc1ccc(/C=C2\SC(=S)N(CCC(=O)Nc3ccccn3)C2=O)cc1OC	-3	nt	-1	0.1	-1	74*	4	1	-6	-5
COc1cc(OC)c2c(c1)OC(=O)CC2c1cc(OC)c(OC)c(OC)c1 (configuration not stated)	-3	93	10	-2.1	-8	-5	1	-5	-4	-4
CCN1C(=O)N[C@@H](c2ccccc2)[C@H](C(=O)OC)[C@H]1C	0	101	11	-2.1	5	7	2	-5	-14	-3
COc1ccc(S(=O)(=O)N2CCC(C(=O)NCC3CC3)CC2)cc1	-2	129	-13	1.6	6	13	-3	3	-6	-2

The list itself, repeating the preview:
SMILES	DAGLB inh	DSG3 Ab inh	OPRM1-OPRD1 inv	OPRM1-OPRD1 ag	PKA-R1A activ	Arrestin-AP2 inh	HTR5A ag ctr	PKA-R2B act	HTR5A inv ag	V-ATPase pH
CC(NC(=O)c1ccccc1F)C12CC3CC(CC(C3)C1)C2 (configuration not stated)	-9	102	-40	7.1	11	2	3	-9	-9	-1
CCOc1ccc(/C=C/[N+](=O)[O-])c2ccccc12	2	nt	-18	3.5	3	28	-5	-7	-17	5
CCOC(=O)c1c[nH]c2ccc([N+](=O)[O-])cc12	-2	94	-5	0.9	3	9	1	-1	-3	-1
N#CCC(=O)Nc1nc(-c2ccc3c(c2)OCCO3)cs1	2	101	11	-2.0	2	5	0	7	-38	-1
Cc1ccc(NC2=NC(c3ccccc3)n3c(nc(C)cc3=O)N2)c(C)c1 (configuration not stated)	-4	114	5	-0.9	6	-12	4	-12	-27	4
Cc1cccc[n+]1CC(=O)Nc1ccc([N+](=O)[O-])cc1Cl	-2	99	9	-1.7	-8	22	1	-19	7	-2
O=C(O)CNC(=O)c1cccc(C(F)(F)F)c1	-3	101	-27	3.7	3	-3	3	10	-9	5
S=c1[nH]nc(C2CC2)n1Cc1ccco1	-1	99	6	-1.1	5	4	0	3	-3	1
COc1ccc(/C=C2\SC(=S)N(CCC(=O)Nc3ccccn3)C2=O)cc1OC	-3	nt	-1	0.1	-1	74*	4	1	-6	-5
COc1cc(OC)c2c(c1)OC(=O)CC2c1cc(OC)c(OC)c(OC)c1 (configuration not stated)	-3	93	10	-2.1	-8	-5	1	-5	-4	-4
CCN1C(=O)N[C@@H](c2ccccc2)[C@H](C(=O)OC)[C@H]1C	0	101	11	-2.1	5	7	2	-5	-14	-3
COc1ccc(S(=O)(=O)N2CCC(C(=O)NCC3CC3)CC2)cc1	-2	129	-13	1.6	6	13	-3	3	-6	-2
CC(NC(=O)COc1ccccc1)C(=O)NCc1ccc(S(N)(=O)=O)cc1 (configuration not stated)	-1	120	11	-2.2	9	2	-3	-1	11	-6
CCn1c(=O)cc(SCC(=O)NCc2ccc3c(c2)OCO3)c2ccccc21	-2	97	2	-0.4	0	17	9	7	-21	-1
Cn1nnnc1SCC(=O)NNC(=O)c1ccc(Br)cc1	-4	107	5	-1.0	-12	7	1	-6	-2	-4
Cc1csc(NC(=O)CSc2ncc(-c3ccccc3)[nH]2)n1	-1	106	-7	1.4	-4	-4	2	6	-6	7
CC(C)=C1C(=O)NN(c2ccc(C)c(Cl)c2)C1=O	27	97	15	-2.5	0	21	5	-5	-13	-2
CCC(C)c1ccccc1N1CC(C(=O)N2CCN(c3ccccc3)CC2)CC1=O (configuration not stated)	1	96	0	0.0	2	-4	2	-7	2	-2
CSc1ccc(S(=O)(=O)N2CCC(C(=O)NCc3ccncc3)CC2)cc1	1	nt	8	-1.3	6	2	-2	-1	5	0
CCC(C)NC(=O)CN1C(=O)CSc2ccc(S(=O)(=O)N3CCCC3)cc21 (configuration not stated)	-4	91	5	-0.9	-5	1	-3	-15	-12	-2
CC(C)c1ccc(S(=O)(=O)N2CCN(C(=O)C3=COCCO3)CC2)cc1	-2	93	10	-2.5	4	3	0	4	-9	1
O=C(CCNC(=O)c1ccccc1)NCCCc1ccccc1	1	95	-8	1.6	-5	11	-2	0	7	-5
O=C(NNc1nc2ccccc2s1)Nc1ccc(Cl)c(Cl)c1	-11	102	-44	8.6	-5	-9	8	4	0	1
CCOC(=O)C1CCCN(CC(O)COC(c2ccccc2)c2ccccc2)C1 (configuration not stated)	-2	nt	-2	0.3	-6	23	0	0	0	1
CS(=O)(=O)c1ccc2nc(NC(=O)Oc3ccccc3)sc2c1	0	101	4	-0.7	9	17	5	5	3	-1
CC1=NN(c2ccccc2C)C(=O)C1	3	97	3	-0.7	0	17	-2	0	6	5
Cc1ccccc1-n1c(SCc2ccccn2)nc2n[nH]c(C)c2c1=N	-3	nt	9	-1.8	-14	23	2	-4	-4	1
O=C(Cc1cc(=O)[nH]c(=O)[nH]1)NCC1CCCO1 (configuration not stated)	-2	102	9	-1.6	-9	-3	6	0	-16	1
CCOC(=O)N1CCN(S(=O)(=O)c2ccc3[nH]cc(C(=O)O)c(=O)c3c2)CC1	1	nt	19	-4.6	-6	3	-3	2	-11	-2
COc1ccc(-c2noc(CCC(=O)N3CCN(c4ccccc4)CC3)n2)cc1	-2	91	16	-3.3	-6	-15	2	-3	-8	2
COc1cc(/C=C/C(=O)OCC(=O)NCc2ccccc2OC)ccc1O	1	100	-16	2.4	-4	39	5	2	19	-6
CC1C(c2ccccc2)OCCN1C(=S)NC(=O)c1ccccc1 (configuration not stated)	3	102	nt	nt	9	nt	nt	-5	nt	6
O=C(c1ccc2nc(-c3ccco3)c(-c3ccco3)nc2c1)N1CCN(c2ncccn2)CC1	3	nt	-7	1.3	-7	12	2	-5	5	-3
CC(C)NCCOc1cccc(Br)c1	0	97	12	-2.2	-4	1	4	-14	-4	-1
COCCCN1C(=O)c2[nH]nc(-c3cc(C)cc(C)c3O)c2C1c1ccc(O)c(OC)c1 (configuration not stated)	2	99	10	-2.1	7	30	-6	-1	1	-9
COc1ccc(NC(=O)c2ccc(Cl)c(S(=O)(=O)N3CC(C)OC(C)C3)c2)cn1 (configuration not stated)	-2	96	-13	3.3	-10	4	7	3	-16	-2
CC(C)(C)c1ccc(C(=O)N2CCC(NC(=O)c3ccccc3)CC2)cc1	-2	92	8	-1.4	-5	3	3	-3	-11	-1
CN1CCn2cnc(C(=O)NCC(=O)OC(C)(C)C)c2C1=O	1	101	nt	nt	3	nt	nt	7	nt	0
CCc1cccc(CN2CCC(CNC(=O)Nc3ccc(Cl)cc3)CC2)c1	-3	90	1	-0.1	-4	-8	2	-8	20	1
CN1CCN(C(=O)C2CCCN(S(=O)(=O)c3ccccc3)C2)CC1 (configuration not stated)	1	105	-9	1.7	-9	6	-3	4	-2	3
CCOc1ccc(CCN2C(=O)C3C4C=CC(C4)C3C2=O)cc1OCC (configuration not stated)	-3	111	-1	0.2	5	8	3	-7	-7	0
CCOC(=O)C1CCN(C(=O)c2cc(C(C)(C)C)nn2Cc2ccccc2)CC1	-7	110	-13	2.5	-4	8	3	-3	-31	6
O=C(C[n+]1cc(-c2ccc(Br)cc2)n2c1CCCCC2)c1ccccc1	0	103	18	-3.4	7	8	5	0	-13	-1
CS(=O)c1ccccc1-c1nc(-c2cc(C(F)(F)F)cc(C(F)(F)F)c2)no1 (configuration not stated)	1	104	13	-2.6	1	29	-4	3	10	8
CCOc1cccc(OCCCCn2cnc3ccccc3c2=O)c1	-2	102	17	-3.6	-6	1	2	2	-5	-2
Cc1ccc(C)c(OCc2nnc(NC(=O)c3ccc4c(c3)OCO4)s2)c1	1	101	-5	0.9	-4	12	1	-3	-9	1
O=C(Nc1ccc2c(c1)OCCO2)C1CCCN(S(=O)(=O)c2cccc3nsnc23)C1 (configuration not stated)	-2	101	-6	0.9	-17	0	-7	-4	16	-2
COc1ccc(S(=O)(=O)N2CCSC2)cc1C	-1	112	-5	0.9	-4	11	2	-13	-4	-4
O=C(Cc1ccc(NC(=O)C2CCCN(C(=O)C3CCC3)C2)cc1)Nc1cccc(C(=O)N2CCCCC2)c1 (configuration not stated)	-2	105	0	-0.1	-7	6	-1	-3	4	-2
CCCC(=O)Nc1nc2ccc(NC(=O)c3ccc(Br)o3)cc2s1	-6	nt	-1	0.3	-17	0	-2	-6	4	-1
CC1(C)Cc2c(sc(NC(=O)c3ccccc3Cl)c2C(=O)O)CO1	4	103	11	-2.3	-15	4	-2	-4	6	-2
N#Cc1c(C(F)(F)F)cc(C2CC2)[nH]c1=O	1	104	2	-0.4	-12	-7	0	-4	0	-2
O=C(NNc1c2ccccc2nc2ccccc12)C(O)c1ccccc1 (configuration not stated)	1	98	-3	0.5	-5	0	7	-17	19	10
COc1ccc(CNC(=O)CN(C(=O)CCC(=O)Nc2ccccn2)c2cc(C)ccc2C)cc1	-1	nt	8	-1.1	6	21	0	-4	19	0
COC(=O)c1sccc1NC(=O)c1ccc(Br)o1	-12	108	-26	4.6	4	-7	0	1	10	3
